PfHsp40 yeast – rescue of yeast from PfHsp40 toxicity, primary screen, S. cerevisiae, ATP luminescence. 340,000 compounds, 0.68% hits. growth rescue, % at 12.5 µM. S. cerevisiae expressing PfHsp40, growth rescue. AID 504582, 2011; in the data active = growth rescue above about 28%, passing the limit was not always enough; inconclusive = no clear call, values can overlap the other calls;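 also: yeast W303a lacking pdr1 and pdr3 grown in galactose medium; growth measured after three days at 30 °C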
Anthrax LF prot – Bacillus anthracis LF protease inhibitors, primary screen, biochemical, multiplex microsphere, MLPCN library. inhibition, % at 10 µM. 360,000 compounds, 0.12% hits. Lethal factor (Bacillus anthracis), P15917. multiplex microsphere protease cleavage assay. AID 588501, 2011; in the data active = inhibition above about 30%; inconclusive = no clear call, values can overlap the other calls; also: plate controls were buffer without enzyme for full effect and enzyme alone for no effect
TcdB inh – TcdB glycohydrolase inhibitors, primary screen, biochemical, single point, plate reader; Toxin B (Clostridioides difficile), P18177; TcdB glycohydrolase enzymatic assay; inhibition, % at 9.99 µM; 350,000 compounds, 0.24% hits; in the data active = inhibition above about 10%
DUSP3 inh – VHR1 phosphatase inhibitors, primary screen, biochemical, absorbance, uHTS. Dual specificity protein phosphatase 3 (Homo sapiens), P51452. recombinant VHR phosphatase, pNPP absorbance. inhibition, % at 13.3 µM. 290,000 compounds, 0.52% hits. AID 1654, 2009; in the data active = inhibition above about 50%; also: some compounds called inactive have numbers as strong as hits
Target sequence (P51452 whole entry, looked up): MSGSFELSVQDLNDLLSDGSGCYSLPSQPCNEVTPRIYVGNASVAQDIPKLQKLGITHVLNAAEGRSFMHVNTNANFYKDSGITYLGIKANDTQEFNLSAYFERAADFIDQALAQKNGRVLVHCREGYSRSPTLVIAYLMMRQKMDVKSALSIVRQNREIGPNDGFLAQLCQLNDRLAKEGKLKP
SARS 3CLpro inh – SARS-CoV 3CLpro protease inhibitors, primary screen, biochemical, quenched FRET | recombinant SARS-CoV 3CLpro, quenched FRET peptide cleavage | inhibition, % at 6 µM | 290,000 compounds, 0.14% hits; in the data active = inhibition above about 12%
Vc quorum ag – inducers of Vibrio cholerae quorum light production without autoinducers, primary screen, BH1578 luxS cqsA deficient, single point. V. cholerae BH1578 lux reporter, luminescence, 6 h. activation, % at 18.7 µM. 350,000 compounds, 0.16% hits; in the data active = activation mostly above about 9.7%, no sharp cut-off; inconclusive = no clear call, values can overlap the other calls; inactive = mostly below about 3.7%; also: not every result past the cut was called active; inactives centre near 0; reference of the scale not given here
MazEF act – activators of E. coli MazEF toxin-antitoxin RNase, primary screen, biochemical, fluorescence, uHTS. 350,000 compounds, 0.32% hits. AID 504720, 2011. FAM/BHQ RNA-DNA oligo cleavage fluorescence, 5 h. Endoribonuclease toxin MazF (Escherichia coli (strain K12)), P0AE70. activation, % at 20 µM; in the data active = activation above about 50%
Target sequence (P0AE70 whole entry, looked up): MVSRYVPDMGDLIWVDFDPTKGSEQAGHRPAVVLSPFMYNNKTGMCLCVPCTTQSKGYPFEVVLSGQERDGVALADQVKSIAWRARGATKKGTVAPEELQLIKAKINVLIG
Yp Topo-I inh – Yersinia pestis topoisomerase I inhibitors, primary screen, biochemical, cleavage product accumulation, plate reader, single point. AID 504884, 2011. DNA topoisomerase I (Yersinia pestis CO92). Y. pestis Topo-I cleavage product accumulation. 360,000 compounds, 0.064% hits. activity, % at 10 µM; in the data active = activity above about 50%, passing the limit was not always enough; inconclusive = no clear call, values can overlap the other calls; also: inactives centre near 2
SSB-PriA inh – inhibitors of Klebsiella pneumoniae PriA binding to SSB C-terminal tail, primary screen, biochemical, AlphaScreen; PriA–SSB C-terminal tail interaction (Klebsiella pneumoniae); AlphaScreen SSBct-PriA binding, biotinylated peptide; inhibition, % at 33 µM; 430,000 compounds, 0.6% hits; in the data active = inhibition mostly above about 37%, no sharp cut-off; inactive = mostly below about 20%;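 also: plate controls were negative control peptide for no effect and reference peptide for full effect; strong numbers were not always called active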
Rv3671c inh – Rv3671c serine protease inhibitors, primary screen, biochemical, fluorescence polarization, M. tuberculosis H37Rv. P9WHR9. inhibition, % at 5.96 µM. 320,000 compounds, 0.048% hits. AID 2606, 2010; in the data active = inhibition above about 38%;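 also: extracellular domain of Rv3671c used as enzyme; 0% = enzyme with DMSO and 100% = no enzyme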
Target sequence (P9WHR9 whole entry, looked up, the tested form may be a part): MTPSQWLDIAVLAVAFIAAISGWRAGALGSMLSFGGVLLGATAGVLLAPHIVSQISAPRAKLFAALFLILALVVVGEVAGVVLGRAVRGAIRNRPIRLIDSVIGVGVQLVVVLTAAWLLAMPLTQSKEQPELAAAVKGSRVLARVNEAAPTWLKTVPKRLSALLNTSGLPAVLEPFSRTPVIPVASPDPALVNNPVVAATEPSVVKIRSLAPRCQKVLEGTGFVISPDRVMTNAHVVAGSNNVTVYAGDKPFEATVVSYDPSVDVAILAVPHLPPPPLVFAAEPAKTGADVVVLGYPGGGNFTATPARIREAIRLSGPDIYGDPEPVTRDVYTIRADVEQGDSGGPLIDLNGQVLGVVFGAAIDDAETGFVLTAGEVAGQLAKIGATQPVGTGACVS
* hit, by the source's call; i = inactive; u = inconclusive; x = not tested or not shown; & = joins results of further samples. These rows are one share of the data, so the mix of outcomes need not match the whole.

SMILES	PfHsp40 yeast	Anthrax LF prot	TcdB inh	DUSP3 inh	SARS 3CLpro inh	Vc quorum ag	MazEF act	Yp Topo-I inh	SSB-PriA inh	Rv3671c inh
CCCc1cc(=O)[nH]c(SCC(=O)Nc2cc3c(cc2C(C)=O)OCO3)n1	4.6	6	x	-19	4	x	0	3	-22	-3
O=C(CSc1nnc(SCc2ccccc2)s1)NNC(=S)Nc1ccccc1	19	-3	0.6	-2	6	i	2	5	-7	-3
COc1cc(C(=O)N/C(=C\c2cn(C)c3ccccc23)C(=O)NCCCn2ccnc2)cc(OC)c1OC	-0.9	0	7.1	13	-2	i	11	12	0	-4
CCCCCNC(=O)C(C#N)c1nc2ccccc2nc1N1CCCC1 (centres undefined)	0.1	6	x	27	-1	-2.8	-158	-12	-22	-8
CN1CCN(c2ccc(CNS(=O)(=O)c3ccc(F)cc3Cl)cc2)CC1	0.0	-1	1.5	-9	5	7.7	0	-1	-1	-1
Cc1nn(CC(=O)NCCc2ccc(Cl)cc2)c(C)c1[N+](=O)[O-]	0.1	-4	x	15	1	i	-2	-10	-17	-6
Cc1cc(C(=O)N2CCN(C(=O)c3ccco3)CC2)ccc1[N+](=O)[O-]	0.2	2	0.7	26	9	i	-3	0	0	4
NC1=NC[C@H](c2ccccc2)N1CCc1cccc(F)c1	1.7	-1	4.6	15	x	i	0	-3	15	-12
CCn1c(C)nnc1SCC(=O)NC1CCCC1	-0.3	-3	-0.7	-7	1	-0.2	5	2	-11	8
O=C(Oc1ccccc1)c1ccc(-n2cnnn2)cc1	0.9	8	x	19	-5	-0.4	0	4	-8	5
Cc1cc(NC(=O)CCC(=O)N(CCC(C)C)CC(=O)NCC2CCCO2)no1 (centres undefined)	0.5	0	x	32	-2	-5.0	-8	-1	-4	-1
CC(=O)NCCNc1nc(NC(C)C)nc2ccsc12	x	-7	-1.7	x	x	-0.8	x	1	x	x
CC1C(c2cccs2)=[N+]([O-])C(C)(C(=O)c2ccc(Cl)cc2)N1O (centres undefined)	-2.0	-4	x	x	5	i	7	3	-13	-10
CCc1nc(SCC(=O)N2CCc3cc(OC)c(OC)cc3C2)c(C#N)cc1C	-0.8	-2	x	x	-1	-0.2	4	6	9	-2
CCOc1ccccc1-c1n[nH]c(=S)o1	-0.9	-1	0.9	19	-2	i	19	2	-1	0
Cc1ccc(C(=O)N2CCN(S(=O)(=O)N3CCOCC3)CC2)cc1	-1.8	0	-0.1	5	-1	0.2	1	5	2	0
Cc1ccc2c(c1C)OC(=O)CC2(C)C	1.8	0	x	-7	-1	1.4	-8	2	-11	2
CCN(CC)C(=O)CN(c1cccc([N+](=O)[O-])c1)S(=O)(=O)c1ccccc1	-1.7	0	1.4	34	-1	i	-18	-13	1	10
COc1ccccc1OCC(=O)NCCCn1ccnc1	0.2	2	0.1	-1	0	-0.3	2	2	13	-14
COc1ccc2nc(N3CCCC(C(=O)NCCCN4CCN(C)CC4)C3)sc2c1 (centres undefined)	-1.1	0	x	34	1	i	2	-4	4	4
Cc1cccc(Oc2ncccc2[N+](=O)[O-])c1C	0.3	-5	0.2	x	x	-0.8	8	7	-1	x
C=CCn1c(SCc2ccc(OC)cc2)nnc1-c1cccnc1	-0.1	7	x	16	0	x	-3	-2	-16	4
N#Cc1c(Cn2cncn2)nc(=O)n(-c2ccccc2)c1N	-1.4	0	1.1	10	5	-0.3	-2	11	-6	-5
CC(/C=N/NC(=O)c1ccc(CN2c3cccc4cccc(c34)S2(=O)=O)cc1)c1ccccc1 (centres undefined)	-0.6	0	x	-21	3	-0.3	-6	9	x	-28
CC(=O)Nc1ccc(NC(=O)C(C)OC(=O)C(C)SCC(=O)Nc2ccc(C)cc2)cc1 (centres undefined)	4.9	4	-0.1	x	x	i	3	5	-17	1
Next section
SMILES	PfHsp40 yeast	Anthrax LF prot	TcdB inh	DUSP3 inh	SARS 3CLpro inh	Vc quorum ag	MazEF act	Yp Topo-I inh	SSB-PriA inh	Rv3671c inh
COCC(=O)N(c1ccccc1)C(C)C(=O)OC (centres undefined)	-0.3	-3	1.9	-12	-3	-5.6	1	-2	4	2
Cc1nnc(NC(=O)CSc2nnc3c(n2)[nH]c2ccc(Br)cc23)s1	0.1	-3	1.5	60*	1	-0.2	28	16	-25	4
O=S(=O)(NCc1ccco1)c1ccccc1Br	-0.4	2	1.7	10	x	i	5	-1	-7	1
CCn1cc(C(=O)NCc2ccco2)c(=O)c2cc(S(=O)(=O)N3CCc4ccccc4C3)ccc21	-1.7	-2	x	13	-2	-2.3	-2	38	4	-31
Cc1ccc(-n2ncc3c(NCCCOC(C)C)ncnc32)c(C)c1	0.5	-5	x	x	0	-0.6	6	4	1	-2
CCOc1ccc(NC(=O)CN(C)C(=O)C2CCCO2)cc1OCC (centres undefined)	-1.7	-3	2.1	x	x	0.0	-4	-2	-6	x
CC(=O)Nc1ccc2nc(C3CCCCC3)[nH]c2c1	1.7	-6	x	19	-6	-0.3	-1	-1	-5	-5
COc1ccc(-c2n[nH]c(=S)n2/N=C/C=C\c2ccccc2OC)cc1	1.3	0	x	22	0	-0.2	2	16	x	2
O=C(CCSc1ccc(Cl)cc1)NN=C1CCCCCC1	-2.4	4	0.6	-14	2	-0.5	-3	9	-15	3
Cc1cccc2sc(NNC(=O)c3ccc(S(=O)(=O)N4CCCC(C)C4)cc3)nc12 (centres undefined)	356*	-2	1.3	-4	3	i	12	21	1	13
Cc1ccccc1NC(=O)Cc1nnc(SCC(=O)NC2=NCCS2)n1C	0.7	2	0.7	-17	0	-3.6	6	10	-5	5
COc1ccc(C2N=C(c3ccccc3)NO2)cc1OC (centres undefined)	-0.3	1	0.8	21	-1	-4.5	1	2	-11	1
COc1ccc(CCNC(=O)c2c(O)c3ccccc3n(C)c2=O)cc1	0.0	4	0.1	8	0	-0.4	-23	-11	-10	-5
O=C(CCN1CCCCC1c1cccnc1)NCc1ccccc1 (centres undefined)	0.7	-2	x	28	-1	-3.0	4	-1	-9	0
C#CCNC(=O)C1=C[C@H](c2csc3ccccc23)[C@@H](CCCO)[C@H](OCC)O1	9.3	-4	1.1&3.0	10	2	-0.5	6	-5	-8	-8
CCN(CC)C(=O)COc1ccc(/C(C)=N/NC(=O)c2ccccc2Br)cc1	-0.2	3	-4.0	10	-1	-0.3	0	6	x	-1
Cc1n[nH]c(C)c1C(=O)CC1(O)C(=O)N(CCc2ccccc2)c2ccc(Br)cc21 (centres undefined)	-0.3	0	x	25	2	-0.4	-6	2	8	0
CC1(C)C(c2ccccn2)=[N+]([O-])C(C)(C)N1O	-1.7	1	x	10	0	i	1	-1	4	7
C=CCN1C(c2cccc(C(F)(F)F)c2)=CS/C1=C(/C#N)c1nnc(N2CCOCC2)n1-c1ccccc1	1.2	-2	0.4	0	-4	-0.7	-2	11	24	0
CN(C)C(=O)c1cnc(-c2ccccc2)nc1-c1ccccc1	u	-6	0.3	3	1	i	2	7	-5	-2
CCn1c2ccccc2c2cc(/C=N/NC(=O)c3ccccc3)ccc21	2.5	-6	x	28	0	-0.2	-2	1	x	-72
CCOc1ccc(-n2c(O)c(C=Nc3ccc(N4CCOCC4)cc3)c(=O)[nH]c2=O)cc1	1.8	-5	x	19	3	-0.1	7	6	-15	4
COc1ccc(C(=O)N2CCN(CCc3ccccc3)CC2)cc1[N+](=O)[O-]	-0.6	2	0.8	6	0	-0.6	-7	-10	-7	12
C(=N\N=C\c1ccncc1)/c1ccncc1	0.2	3	0.5	x	x	13	10	5	x	14
COc1cccc(/C=N/Nc2ccc(Cl)nn2)c1	-0.6	-2	1.5	-2	4	-1.0	10	-3	x	1
(further entries)
SMILES	PfHsp40 yeast	Anthrax LF prot	TcdB inh	DUSP3 inh	SARS 3CLpro inh	Vc quorum ag	MazEF act	Yp Topo-I inh	SSB-PriA inh	Rv3671c inh
COc1ccc(C(=O)NNC(=O)CNC(=O)C2CCCCC2)cc1	0.5	-6	x	22	-3	-0.1	0	-4	0	7
CCCNC(=O)c1cc(S(=O)(=O)N2CCCCC2)c[nH]1	0.3	5	x	17	0	-0.1	4	3	5	2
NC(CO)c1cn([C@@H](CCC(=O)O)C(=O)N2CCNCC2)nn1 (some centres undefined)	-1.8	-4	0.7	14	3	i	8	10	-6	-1
CCCCn1c(N)c(N(CCOC)C(=O)CSc2nnc(C)n2-c2ccc(OC)cc2)c(=O)[nH]c1=O	-0.2	1	-0.1	x	x	i	-7	-8	-7	-3
COCCCN(CC(=O)Nc1ccc(F)cc1)S(=O)(=O)c1cccs1	-2.2	-13	-1.0	x	x	i	3	-3	0	-8
CC(=O)c1ccc(NC(=O)Cn2c3ccccc3c3nc(=O)cc(C)n32)cc1	1.4	1	0.8	13	0	-4.2	-8	-2	-3	-5
COc1ccc(-n2c(C)nc3cc(C(=O)O)ccc32)cc1	-0.1	-2	x	27	-1	i	-3	-4	-4	7
COc1cc(/C=C2/SC(=O)N(Cc3ccccc3Cl)C2=O)ccc1OCc1ccncc1	-1.1	-6	x	1	7	x	2	-11	-11	7
CCOC(=O)c1ccccc1NC(=O)c1ccc2nccnc2c1	0.7	0	-0.9	30	1	-0.3	9	9	-4	-14
Cc1ccc(CC2(C)C(=O)Nc3ccc(OC(F)(F)F)cc32)cc1 (centres undefined)	x	1	3.1	x	x	-1.7	x	17	x	x
CC1CCCCN1C(=O)CSc1nnc(-c2cccnc2)n1C1CCCCC1 (centres undefined)	0.7	1	x	-20	3	-1.0	3	3	-3	0
CS(=O)(=O)N1CCN(C(=O)c2cc(-c3cccnc3)nc3ccc(Br)cc23)CC1	-1.2	17	-0.7	19	1	0.7	-3	5	-1	-4
CC1Cc2ccccc2N1CC(=O)Nc1cccc(S(N)(=O)=O)c1 (centres undefined)	-1.3	0	0.1	-2	0	i	5	4	-1	-2
Cn1nccc1C(=O)N1CCc2c([nH]c3ccccc23)C1c1ccc(F)cc1 (centres undefined)	1.9	-4	1.2	11	5	i	-1	9	23	-7
COCC(C)n1c(C)cc(C(=O)COC(=O)c2ccc(N3CCCC3=O)cc2)c1C (centres undefined)	0.1	-3	x	16	0	i	-1	1	-3	-7
O=C(C[C@@H]1C/C=C\C[C@H](Cc2ccc(F)cc2)C(=O)OCCNC1=O)NCCO	-1.3	-4	0.2	x	x	-1.6	5	1	1	0
COc1cc(/C=C/c2nc(N)nc(-c3ccccc3O)n2)cc(OC)c1OC	-1.7	-2	x	5	4	-0.2	0	8	-4	-36

Whole records from above. Order of values: PfHsp40 yeast, Anthrax LF prot, TcdB inh, DUSP3 inh, SARS 3CLpro inh, Vc quorum ag, MazEF act, Yp Topo-I inh, SSB-PriA inh, Rv3671c inh
COc1cc(/C=C2/SC(=O)N(Cc3ccccc3Cl)C2=O)ccc1OCc1ccncc1 across the screens: -1.1, -6, x, 1, 7, x, 2, -11, -11, 7
CCCCn1c(N)c(N(CCOC)C(=O)CSc2nnc(C)n2-c2ccc(OC)cc2)c(=O)[nH]c1=O across the screens: -0.2, 1, -0.1, x, x, i, -7, -8, -7, -3
CC1Cc2ccccc2N1CC(=O)Nc1cccc(S(N)(=O)=O)c1 (centres undefined) across the screens: -1.3, 0, 0.1, -2, 0, i, 5, 4, -1, -2
COc1ccc(-n2c(C)nc3cc(C(=O)O)ccc32)cc1 across the screens: -0.1, -2, x, 27, -1, i, -3, -4, -4, 7

Assay outcomes: PubChem BioAssay, several laboratories
